# Runt-SMMHC FRET: blocks binding of human RUNX1 Runt domain to CBFb-SMMHC; Cerulean-Runt/Venus-CBFb-SMMHC FRET ratio 530/480, 1 h; inhibition, % at 20 µM; 0.74% of 220,000 active; AID 1434;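 active = mean inhibition across duplicate retests at 20 µM reaching about 50%, limit read from the data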;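 also: 0% = DMSO wells and 100% = wells with excess untagged CBFb-SMMHC; inhibitors lower the FRET ratio by blocking Runt binding to CBFb-SMMHC; some results filed as inactive read as strong as hits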
# Target sequence (Q01196 whole entry, looked up, the tested form may be a part): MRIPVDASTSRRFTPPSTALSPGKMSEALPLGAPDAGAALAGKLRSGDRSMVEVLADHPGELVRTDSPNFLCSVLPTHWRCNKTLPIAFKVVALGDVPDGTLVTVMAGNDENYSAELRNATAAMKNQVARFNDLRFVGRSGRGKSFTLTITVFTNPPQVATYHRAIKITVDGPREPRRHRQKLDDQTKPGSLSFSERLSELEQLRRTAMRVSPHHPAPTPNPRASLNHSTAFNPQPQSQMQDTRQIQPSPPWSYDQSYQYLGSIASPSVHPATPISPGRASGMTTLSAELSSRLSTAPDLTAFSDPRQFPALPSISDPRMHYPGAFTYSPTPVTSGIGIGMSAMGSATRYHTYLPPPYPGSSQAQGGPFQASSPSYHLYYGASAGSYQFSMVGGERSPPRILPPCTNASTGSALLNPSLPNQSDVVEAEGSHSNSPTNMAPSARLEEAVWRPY
# Target sequence (Q13951 whole entry, looked up, the tested form may be a part): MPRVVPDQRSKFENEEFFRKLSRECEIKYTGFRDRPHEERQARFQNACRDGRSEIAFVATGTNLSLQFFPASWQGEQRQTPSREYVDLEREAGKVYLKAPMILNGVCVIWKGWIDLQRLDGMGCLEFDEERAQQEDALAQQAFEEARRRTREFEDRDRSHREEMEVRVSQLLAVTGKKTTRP
# Wee1 degr inh: blocks degradation of human Wee1 kinase; HeLa Luc-Wee1K328M stability, luciferase luminescence; 100% = proteasome inhibitor MG132 effect; P30291; reporter increase, % at 5 µM; 1.2% of 220,000 active; AID 1321;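 active = activation above the mean of all tested compounds plus 3 SD, set per screening run, cut at about 8.8% in these data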;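 also: cells exposed to compound for 20 h before luminescence read; 0% = DMSO alone and 100% = MG132 at 30 µM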
# FXIIa inh 1536: factor XIIa (human) inhibition; purified FXIIa, Boc-QGR-AMC fluorogenic substrate, 2 h; inhibition, % at 5 µM; 0.3% of 220,000 active; AID 800; in the data active = inhibition above about 40%;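 also: 0% = enzyme with no compound and 100% = blank without enzyme; many of its hits are not listed in these tables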
# Runt-CBFb FRET: Runt domain-CBFb interaction inhibition; Q01196+Q13951; Cerulean-Runt/Venus-CBFb FRET ratio 530/480, 1 h; inhibition, % at 20 µM; 0.46% of 220,000 active;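 active = inhibition over about 50% at 20 µM in the single-dose screen, limit read from the data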;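 also: 0% = DMSO wells and 100% = excess unlabeled CBFb competitor control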
#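 System: Cerulean-labeled Runt domain protein | Quantity: 100 nM of each labeled protein | Schedule: 1 h compound exposure, room temperature | Detection: Fluorescence energy transfer, 422 nm excitation, 530/480 nm emission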
# FXIa inh: inhibitors of human coagulation factor XIa; purified FXIa, Boc-Glu-Ala-Arg-AMC fluorogenic substrate; inhibition, % at 5 µM; 0.14% of 220,000 active;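 active = inhibition of at least 40%; inactive = inhibition below 40%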;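 also: fluorescence of freed AMC excited at 355 nm; 0% = enzyme without compound and 100% = no enzyme blank; many of its hits are not listed in these tables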
# Hck-Nef inh: human Hck-Nef kinase inhibition. inhibition, % at 20 µM. 0.68% of 220,000 active. Recombinant Hck-YEEI plus Nef, Z-Lyte FRET kinase assay. AID 463187;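 active = Hck-Nef kinase inhibition above about 50%, limit read from the data; inactive = inhibition below that limit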;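 also: 0% = DMSO with Hck plus Nef and 100% = Hck alone without Nef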
# KLK5 inh: blocks human kallikrein 5 protease activity; Q9Y337; recombinant hK5, fluorogenic AMC substrate cleavage; inhibition, % at 5 µM; 0.59% of 210,000 active;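 active = inhibition of 40% or more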;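 also: 0% = enzyme controls without compound and 100% = no-enzyme blanks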
# Target sequence (Q9Y337 67-293 limits assumed): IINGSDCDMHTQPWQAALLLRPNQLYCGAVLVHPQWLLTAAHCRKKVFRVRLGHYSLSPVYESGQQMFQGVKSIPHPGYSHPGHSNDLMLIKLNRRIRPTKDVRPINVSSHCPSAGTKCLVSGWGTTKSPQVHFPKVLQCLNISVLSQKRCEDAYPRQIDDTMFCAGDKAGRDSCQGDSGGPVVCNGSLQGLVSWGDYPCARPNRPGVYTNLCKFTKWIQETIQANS
# 14-3-3 Bad PPI: disrupts binding of bovine 14-3-3 zeta to phospho-Bad peptide | P63103 | TR-FRET 14-3-3zeta/Dy647-pBad peptide displacement, 1 h | inhibition, % at 21.7 µM | 0.71% of 220,000 active;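 active = inhibition above about 70%, limit read from the data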;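 also: 0% = full 14-3-3 plus peptide FRET controls and 100% = background without 14-3-3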
# thrombin 1536: blocks human thrombin protease activity | 0.26% of 220,000 active | inhibition, % at 5 µM | alpha-thrombin, Boc-VPR-AMC fluorogenic substrate cleavage | P00734 | AID 1046;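 active = inhibition at or above 40%; inactive = inhibition below 40%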;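 also: 0% = enzyme with no compound and 100% = wells without enzyme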
#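 Material: human alpha-thrombin protein; Also added: Boc-VPR-AMC substrate, 15 µM final; Timing: enzyme reaction carried out at room temperature; Signal: fluorescence, ex 355 nm, em 460 nm; Measure: % inhibition of thrombin; Controls: enzyme without compound as high, wells lacking enzyme as low.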
# * marks the source's active call; other numbers are inactive results; nt = not tested or not shown; [ ] = another dose, or the depositor's remark.
mol,Runt-SMMHC FRET,Wee1 degr inh,FXIIa inh 1536,Runt-CBFb FRET,FXIa inh,Hck-Nef inh,KLK5 inh,14-3-3 Bad PPI,thrombin 1536
CCOC(=O)c1cc(C#N)c(N2CCN(C(=O)c3cccc(C(F)(F)F)c3)CC2)nc1C(F)(F)F,-7.1,0.4,7.9,-7.5,8.3,6.8,5.5,0.1,0.8
O=S(=O)(/C=C/c1ccccc1)N1CCN(Cc2ccc3c(c2)OCO3)CC1,2.0,0.2,3.6,0.7,-6.5,20.7,-6.6,-9.9,-6.5
Cc1cccc(N2CC(C(=O)OCC(=O)c3ccc(OC(=O)c4cccs4)cc3)CC2=O)c1C (centres undefined),-4.8,-0.8,6.7,-2.6,-2.2,-3.7,-7.5,9.8,-3.1
CC(C)N(CCCNC(=O)CC1Oc2ccccc2NC1=O)Cc1ccccc1 (centres undefined),-1.0,2.3,22.4,-0.7,0.9,3.0,55.4*,-11.7,8.1
CCn1cc(C(=O)NCc2ccc(Cl)cc2)c(=O)c2cc(S(=O)(=O)N3CCOCC3)ccc21,-1.2,0.0,13.8,-5.8,6.0,-5.3,-6.3,14.2,56.0*
COc1ccccc1NC(=O)CSc1nnc(-c2ccc(NC(C)=O)cc2)n1C,-4.5,1.0,-10.3,-2.7,-11.4,0.6,17.5,-2.9[fluorescence artefact?],-7.4
CCOc1cc(C2CC(=O)NC3=C2C(=O)C(C(=O)OC)C(C)C3)cc(Cl)c1O (centres undefined),30.1,0.2,5.4,23.1,8.8,0.8,3.1,-14.8,4.4
COc1ccccc1-c1nc(C#N)c(N2CCN(Cc3ccccc3)CC2)o1,-4.0,2.0,10.9,-1.3,-1.1,0.0,-9.6,14.8,-2.2
CC1(C)Cc2ccccc2C(=NCC(=O)O)N1,nt,0.2,2.2,nt,-2.5,25.5,-13.3,-12.8,-4.3
Cc1cc(NC(=O)CSc2nc3ccccc3n2CC(=O)N2CCCCC2)no1,1.2,-0.9,13.8,0.9,-2.0,9.4,-8.1,3.2,0.1
CC(=O)Nc1ccc(OCC(O)Cn2cnc3ccccc32)cc1 (centres undefined),-4.7,-1.6,5.9,-1.3,4.1,-0.1,-10.8,-10.5[fluorescence artefact?],-2.0
COc1ccc(-n2nnnc2-c2cnc(N3CCCC3)nc2C(F)(F)F)cc1,-2.7,-2.0,20.7,-3.4,16.4,-1.5,6.4,4.9,6.6
O=C(CCNc1cccc(C(F)(F)F)c1)c1ccco1,1.0,1.8,7.6,1.7,-4.8,1.3,-6.9,-15.5,-1.0
COc1cc(C(=O)NCCCNc2nc3c(C)cc(C)cc3cc2C#N)cc(OC)c1OC,22.9,0.2,4.5,16.4,0.9,34.1,-0.9,-6.8,-5.9
COc1ccc(NS(=O)(=O)c2cc(NC(=O)C3CCCO3)ccc2N2CCCCC2)cc1 (centres undefined),-2.7,-0.6,6.9,-2.5,-1.4,21.9,6.6,-15.0,-9.3
COCCn1cnc2c(c1=O)c1nc3ccccc3nc1n2/N=C/c1ccco1,-28.7,-1.9,6.8,3.0,4.3,13.5,3.0,-0.8,-1.9
C=CCn1c(-c2cnn(-c3ccccc3)c2N)n[nH]c1=S,10.6,3.4,8.0,4.0,-0.4,-42.9,1.4,6.2,-2.6
COc1ccc(-c2cc(C(=O)Nc3cc(C)nn3-c3ccccc3)no2)cc1,0.9,0.8,-15.1,-2.6,-9.4,-0.9,-2.7,3.5[fluorescence artefact?],23.1
CCOc1cc(C(=O)Nc2nnc(C)s2)cc(OCC)c1OCC,2.4,0.4,11.2,-0.2,2.8,19.4,-2.4,-6.8,3.8
COc1ccc(OC(C)C(=O)N2CC(C)OC(C)C2)cc1 (centres undefined),0.4,-2.5,8.2,0.3,2.2,6.1,3.0,2.2,-3.8
CC(C)(C)CN1CCNC(=O)C1CC(=O)N1CCC(C(=O)N2CCOCC2)CC1 (centres undefined),5.4,1.2,12.4,0.7,24.0,9.9,19.2,0.0,0.7
Cc1cc(Cl)n2c(nc3cc(F)c(F)cc32)c1C#N,-2.5,4.4,7.9,10.0,-1.9,6.0,-6.1,-9.8,3.6
CCC(C)C(=O)Nc1nc2c(s1)C(=O)CC(C)(C)C2 (centres undefined),2.1,6.6,2.4,2.2,-5.2,10.9,27.1,4.7,-4.8
O=C(Nc1ccc(Cl)cc1)c1ccc2nsnc2c1,-2.0,3.7,0.1,-0.1,-6.1,-3.7,-14.2,-8.9,-0.6
COc1ccc(-n2c(O)c(C=Nc3ccccc3)c3ccccc3c2=O)cc1OC,71.4,-0.7,7.6,22.5,0.5,17.5,-0.7,32.1,-5.0
CCC(CC)C(=O)Nc1cccc(-c2nc3ccccc3o2)c1,-2.0,2.9,-10.4,-2.5,-9.9,-0.9,-37.1,-1.7,8.9
CC(=O)N1CCC(N(C(=O)Nc2c(F)cccc2F)C(C)C)CC1,-0.5,-0.3,2.6,0.4,-8.1,3.2,-2.8,-10.8,-5.7
COc1ccc(NC(=O)CCS(=O)(=O)c2cccc3nonc23)c(OC)c1,0.3,-1.7,-6.5,1.0,4.4,-1.3,-8.0,-2.1,-3.9
CC(C)Nc1nc2c(c(=O)n(C)c(=O)n2C)n1C,-0.7,-0.8,5.2,-3.1,0.1,1.3,-2.4,-14.2,-6.6
COCCCN1CCc2[nH]c(=S)[nH]c(=O)c2C1,2.6,-4.1,3.0,0.5,3.1,6.0,-4.6,-7.3,-0.2
O=C(Cn1nnc(-c2cccs2)n1)N1CCc2ccccc2C1,0.1,-0.1,15.2,-1.6,-9.6,-0.9,-14.5,-3.4,-12.0
O=C(OCc1nnc(-c2ccccc2)o1)c1cc(F)c(F)cc1Cl,-4.7,-1.4,7.0,-4.6,-1.9,24.0,-1.0,-9.3,-12.7
COc1ccc(C2=NOC(C(=O)NCc3cccs3)C2)cc1 (centres undefined),-0.3,4.2,-6.6,3.5,-2.3,0.8,-11.3,-0.1[fluorescence artefact?],-3.4
CS(=O)(=O)Nc1ccc(C(=O)NCCSCc2ccccc2)cc1,0.4,-1.1,0.3,2.8,-3.8,7.8,nt,-7.0,-12.3
O=C(COc1cc(Cl)c(Cl)cc1Cl)NCCc1ccccn1,2.7,-2.2,-0.7,-2.8,-2.8,23.2,-1.8,-2.9,-8.9
Cc1cc(Cl)ccc1OC(C)c1nnc(N)s1 (centres undefined),-1.3,1.3,24.3,1.7,0.1,0.7,-14.5,-1.8,3.9
Cc1cc(NC(=O)CN2C(=O)c3ccccc3C2=O)no1,-4.8,-1.1,3.2,-0.5,-1.0,11.0,-0.5,4.6,-2.1
O=C(NCc1ccccc1)NC12CC3CC(CC(C3)C1)C2,-0.1,-4.3,4.5,-3.6,1.4,12.1,2.5,-3.2,-1.9
O=C(O)CC/C(=N\NC(=O)c1ccccc1Br)c1ccccc1,1.9,-1.9,-3.6,-1.8,-6.7,-0.2,-12.4,-16.3,-12.7
Cc1cc(Cl)ccc1C(=O)C1CCCN(C(=O)c2snnc2C)C1 (centres undefined),0.2,-0.6,4.2,-1.0,0.6,0.8,nt,-8.9,-0.2

# Compound profiles (already shown).
# Listed for O=C(Cn1nnc(-c2cccs2)n1)N1CCc2ccccc2C1 → Runt-SMMHC FRET: 0.1; Wee1 degr inh: -0.1; FXIIa inh 1536: 15.2; Runt-CBFb FRET: -1.6; FXIa inh: -9.6; Hck-Nef inh: -0.9; KLK5 inh: -14.5; 14-3-3 Bad PPI: -3.4; thrombin 1536: -12.0
# Listed for CCC(CC)C(=O)Nc1cccc(-c2nc3ccccc3o2)c1 → Runt-SMMHC FRET: -2.0; Wee1 degr inh: 2.9; FXIIa inh 1536: -10.4; Runt-CBFb FRET: -2.5; FXIa inh: -9.9; Hck-Nef inh: -0.9; KLK5 inh: -37.1; 14-3-3 Bad PPI: -1.7; thrombin 1536: 8.9

# Remaining list, next part:
mol,Runt-SMMHC FRET,Wee1 degr inh,FXIIa inh 1536,Runt-CBFb FRET,FXIa inh,Hck-Nef inh,KLK5 inh,14-3-3 Bad PPI,thrombin 1536
Brc1ccc(CN2CCN(c3ccccn3)CC2)s1,-1.3,2.0,16.5,1.7,0.1,0.9,-13.3,85.5*,-6.1
CC(C)c1ccccc1NC(=S)NCc1ccccc1F,-2.7,1.4,13.0,-0.7,9.7,4.1,-15.3,-4.5,-3.2
COc1ccc2cc(C3CC(c4ccco4)=NN3C(=O)CCC(=O)O)c(Cl)nc2c1 (centres undefined),8.4,3.5,10.2,18.6,2.4,4.6,-7.0,-9.4,-1.6
CC(C)(C)C(=O)[C@H]1[C@H](c2ccccc2)[C@@]2(N=C(c3ccccc3)OC2=O)C2c3ccccc3C=NN21 (some centres undefined),-5.9,0.3,16.4,-5.8,-3.1,0.2,21.0,-15.8,5.9
O=C(N[C@@H](Cc1c[nH]c2ccccc12)C(=O)NC1CC1)c1ccccc1Cl,1.1,-1.0,14.7,-0.1,9.0,1.8,-5.2,0.1[fluorescence artefact?],-1.4
CCOc1ccc(NC(=O)CN(C)CC(=O)NC2CCCc3ccccc32)cc1OCC (centres undefined),0.1,-2.6,15.5,-0.3,5.1,-1.2,-11.0,9.8[fluorescence artefact?],4.0
COc1ccc(C(=O)Nc2ccccc2NC(=O)c2ccco2)cc1OC,-3.3,1.5,5.2,-2.1,-16.1,-0.2,-5.2,-3.2,-0.4
C=COCCNC(=S)Nc1ccccc1,1.2,-0.8,13.0,2.3,-2.1,21.2,-5.2,-10.8,7.7
O=C(OCC(=O)N1CCc2ccccc2C1)c1cccs1,0.9,3.4,2.7,0.2,-3.4,-22.1,-0.9,-9.2,-6.6
O=C(/C=C/c1ccc(Br)cc1)NC(=S)Nc1ccc(S(=O)(=O)Nc2nccs2)cc1,-10.3,-2.7,0.6,-5.2,2.1,1.3,-4.9,38.8,-10.7
CNC[C@H](O)c1cccc(O)c1,-2.9,1.1,0.8,0.2,19.4,2.7,-9.7,2.9,0.7
COc1cccc(C(=O)C2CCCN(CC3=Cc4cc(OC)ccc4OC3)C2)c1 (centres undefined),-2.7,2.0,22.4,-2.2,14.7,-14.9,nt,-9.3,9.6
COc1ccc(C(=O)N2CCN(S(=O)(=O)c3ccc(C)cc3)CC2)cc1S(=O)(=O)N1CCOCC1,1.1,-2.5,12.4,-1.2,0.6,15.1,4.2,-0.9,3.9
CNC(=S)Nc1ccc2nc(C)c(C)nc2c1,-14.9,1.4,3.3,-4.5,-10.0,0.8,4.2,-18.1,-5.5
O=c1oc2cc(OCc3c(F)c(F)c(F)c(F)c3F)ccc2cc1-c1ccccn1,4.3,-0.3,-18.3,-1.3,-5.2,5.8,-26.1,4.3,-14.8
O=C(CN1CCc2ccccc2C1)Nc1cc(S(=O)(=O)N2CCOCC2)ccc1N1CCOCC1,1.6,-2.7,2.5,-6.4,-9.5,1.0,-4.5,-7.8[fluorescence artefact?],-7.7
S=C(Nc1ccc2nc(-c3ccccn3)c(-c3ccccn3)nc2c1)N1CCCCC1,nt,3.7,0.7,nt,-7.2,16.1,-4.8,-18.9,9.9

# Screening results from PubChem BioAssay.
